IDE cell inh = inhibitors of human insulin-degrading enzyme in cells | actives 0.41% (n = 320,000) | HEK cells, FAbetaB cleavage, fluorescence polarization | P14735 | inhibition, % at 5.59 µM;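 active = percent inhibition above the average of all tested compounds plus 3 SD, set per screening campaign, cut at about 16% in these data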;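 also: IDE supplied by intact live HEK cells; FP after avidin binding of uncleaved biotin substrate so inhibition keeps polarization high; 0% = DMSO wells and 100% = 60 µM reference IDE inhibitor Ii1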
M18AAP inhibitor = PfM18AAP enzyme inhibition; recombinant PfM18AAP, H-Glu-NHMec fluorogenic cleavage; inhibition, % at 7.35 µM; actives 1.2% (n = 290,000);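 active = inhibition above the campaign mean inhibition over all tested compounds plus 3 SD, cut at about 28% in these data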;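 also: 0% = plate median of test compound wells and 100% = 2 mM ZnCl2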
pCIP destab = lowers stability of the mouse p/CIP coactivator protein | Q05BA5 | F442A p/CIP-EGFP cells, EGFP fluorescence, 16 h | decrease of EGFP signal, % at 10 µM | actives 0.01% (n = 290,000) | AID 1984;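 active = EGFP signal decrease of at least 30% at 10 µM or well 3 SD below plate mean, unless failing retest; inactive = the rest, including hits failing retest or dose response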; also: some compounds called inactive have numbers as strong as hits; many of its hits are not listed in these tables
NALP1 yeast inh = inhibitors of NALP1 inflammasome in yeast; AID 2071; actives 0.61% (n = 280,000); inhibition, % at 10 µM; S. cerevisiae NALP1/ASC/caspase-1 growth, X-gal OD620, 72 h; in the data active = inhibition mostly above about 24%, no sharp cut-off; inactive = mostly below about 32%; also: some compounds called inactive have numbers as strong as hits
MEKK2mut PB1 HTS = signal of MEK5 binding to mutant human MEKK2 PB1 domain. bead flow cytometry, Alexa488-MEK5 binding to MEKK2 mutant. percent response, % at 10 µM. actives 0.35% (n = 290,000). AID 1530; in the data active = percent response above about 24%, passing the limit was not always enough; also: inactives centre near 1; some results filed as inactive read as strong as hits; reference of the scale not given here
IDE act = activators of human insulin-degrading enzyme in cells. P14735. HEK cells, FAbeta-B cleavage, fluorescence polarization; 0% vehicle, 100% cell-free pure enzyme wells. activation, % at 5.96 µM. actives 0.073% (n = 340,000);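 active = activation above the mean of all tested compounds plus 3 SD, set per screening campaign, cut at about 17% in these data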
MEKK3 PB1 HTS = modulators (inhibitors or enhancers) of MEK5 binding to human MEKK3 PB1 domain; Q99759; bead-based flow cytometry, Alexa488-MEK5 binding to MEKK3; actives lie on both sides; 0 = blocked by unlabeled MEK5, 100 = vehicle; binding response (% of control), % at 10 µM; actives 1.4% (n = 290,000);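 active = binding response more than 3 SD above or below the average of its plate-row segment, actives on both sides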;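 also: Alexa488 bead fluorescence after subtracting the streptavidin-only scavenger bead signal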
Target sequence (Q99759 whole entry, looked up, the tested form may be a part): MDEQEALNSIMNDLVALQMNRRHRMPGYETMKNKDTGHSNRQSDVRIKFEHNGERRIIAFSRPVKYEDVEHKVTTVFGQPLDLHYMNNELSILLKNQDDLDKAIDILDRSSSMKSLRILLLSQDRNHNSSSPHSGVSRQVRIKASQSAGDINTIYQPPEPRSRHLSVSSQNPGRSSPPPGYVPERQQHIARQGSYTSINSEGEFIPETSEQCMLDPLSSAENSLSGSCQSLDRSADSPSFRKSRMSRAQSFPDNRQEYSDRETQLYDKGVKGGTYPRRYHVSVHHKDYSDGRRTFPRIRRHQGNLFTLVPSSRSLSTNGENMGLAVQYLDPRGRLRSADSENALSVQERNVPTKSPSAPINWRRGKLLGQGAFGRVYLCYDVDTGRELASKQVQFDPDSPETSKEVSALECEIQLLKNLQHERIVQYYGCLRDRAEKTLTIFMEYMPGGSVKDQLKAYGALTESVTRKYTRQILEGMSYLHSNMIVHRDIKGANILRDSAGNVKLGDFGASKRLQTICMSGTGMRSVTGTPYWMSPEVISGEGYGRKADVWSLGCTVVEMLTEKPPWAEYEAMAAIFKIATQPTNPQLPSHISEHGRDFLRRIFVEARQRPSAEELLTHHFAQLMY
SUMO HTRF inh = blocks human SUMOylation mediated by UBC9. P63279. HTRF SUMOylation assay, SAE1/SAE2 + UBC9, in vitro. inhibition, % at 35 µM. actives 0.36% (n = 290,000); in the data active = inhibition above about 50%, passing the limit was not always enough; also: strong numbers were not always called active
Target sequence (P63279 whole entry, looked up): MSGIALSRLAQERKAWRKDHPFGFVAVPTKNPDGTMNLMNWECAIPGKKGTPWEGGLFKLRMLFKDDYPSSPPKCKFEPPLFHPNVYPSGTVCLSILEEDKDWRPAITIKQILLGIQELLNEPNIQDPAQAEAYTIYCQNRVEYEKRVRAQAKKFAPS
MEKK2 WT-MEK5 = raises or lowers MEK5 binding to wildtype human MEKK2 PB1 domain; Q9Y2U5; bead flow cytometry, Alexa488-MEK5 binding to MEKK2 WT; actives lie on both sides; binding response (% of control), % at 10 µM; actives 1.1% (n = 290,000); AID 1531; in the data active = binding response below about 67% or above about 130%
An asterisk follows results filed as active; x = no result given; [ ] = dose if it differs, or a comment.

Value order: IDE act	NALP1 yeast inh	MEKK3 PB1 HTS	MEKK2mut PB1 HTS	M18AAP inhibitor	IDE cell inh	MEKK2 WT-MEK5	pCIP destab	SUMO HTRF inh
- CN1CCN(C(=O)C2=C[C@@H](c3ccc(Br)cc3)C[C@@H](OCc3ccc(CO)cc3)O2)CC1
    1	7	104	10	2	9	109	-5	5
- C=CCOc1c2ccc(C(=O)NCc3ccc(C)cc3)cc2nn1C
    1	-2	90	-3	0	-2	94	-32	25
- Cc1ccc(-c2nnn(CC(=O)N(Cc3ccco3)C(C(=O)NC3CCCC3)c3cccs3)n2)o1 (stereo not drawn)
    3	14	77	2	8	-3	86	-7	2
- O=C(O)CCn1cc(C2CC(c3ccccc3)=NN2c2ccccc2)c(-c2ccccc2)n1 (stereo not drawn)
    -2	8	96	-11	-6	0	79	-13	46
- Cc1ccccc1CN1CCc2c(OCC(=O)N3CCCCC3)cccc2C1=O
    -4	1	93	-2	-10	5	94	-8	11
- COc1ccc(C(=O)Nc2ccnn2C2CCN(C(C)CSC)CC2)cc1 (stereo not drawn)
    6	18	103	3	3	-1	106	3	-1
- O=C(Nc1cccnc1)c1ccc(COc2cc(Cl)ccc2Cl)o1
    -3	12	95	-3	2	8	96	0	-14
- Cc1ccc(C(=O)NCC(=O)N2CCN(c3ccccc3)CC2)cc1
    -1	2	102	0	0	0	100	-9	17
- Clc1ccc(SCc2cn3cccnc3n2)cc1
    -7	9	103	4	-1	0	103	0	10
- CCOc1ccccc1NC(=O)Nc1cccc(S(N)(=O)=O)c1
    x	9	103	7	1	3	108	1	-6
- Cc1c(C(=O)C(=O)N2c3ccc(F)cc3CCC2C)c2ccccc2n1C (stereo not drawn)
    6	16	141*	1	8	1	108	-16	-16
- COc1ccc(NC(=O)/C(C#N)=C\c2cc(OC)c(OCc3ccc(C(=O)O)cc3)cc2Br)cc1
    -3	-10	91	-13	3	3	82	11	5
- CC(C)CNS(=O)(=O)c1ccc(S(=O)(=O)N2CCC(N3CCCCC3)CC2)cc1
    2	18	101	1	-9	-1	105	-7	0
- CCN1CCN(C(C(=O)NC2CCCCC2)c2ccc(Cl)cc2)CC1 (stereo not drawn)
    0	0	96	2	-17	2	104	-8	-1
- O=C(COc1cccc(Cl)c1)Nc1nc(-c2ccc(S(=O)(=O)N3CCOCC3)cc2)cs1
    -16	-5	109	-3	-2	x	99	-32	-45
- CN(CCOc1ccccc1)C(=S)Nc1ccc(OC(F)F)cc1
    -2	-5	103	-3	-4	6	101	-5	0
- Cc1noc(C)c1NC(=O)N1CCN(Cc2ccccc2)CC1
    7	24	97	0	16	5	98	-10	15
- COC(=O)c1ccccc1NC(=O)c1cc[n+]([O-])cc1
    8	8	101	2	1	7	100	-8	6
- O=c1[nH]c2ccccc2n1CCC1CCCCC1
    6	17	101	3	-4	9	101	-12	11
- COc1ccc(CNS(=O)(=O)c2cc(CN3C(=O)c4cccnc4C3=O)ccc2OC)cc1
    2	-5	97	0	1	7	98	1	2

Value order: IDE act	NALP1 yeast inh	MEKK3 PB1 HTS	MEKK2mut PB1 HTS	M18AAP inhibitor	IDE cell inh	MEKK2 WT-MEK5	pCIP destab	SUMO HTRF inh
- COC(=O)c1ccccc1NC(=O)Cn1c(=O)n(Cc2ccccc2)c(=O)c2c(C)c(C)sc21
    -1	16	97	-2	-1	1	101	-1	-17
- CCN1C(=O)/C(=C2/Sc3ccccc3N2CC)SC1=S
    8	21	99	-1	-1	0	95	-6	22
- O=c1cc(-c2ccccc2Cl)c2c([nH]1)CCC2
    1	12	116	16	19	0	115	-4	28
- O=C(Nc1cccc([N+](=O)[O-])c1)c1ccc2nc(N3C(=O)CCC3=O)sc2c1
    2	17	98	-2	2	-2	91	12	7
- N#Cc1ccc(-c2csc(NC(=O)c3ccc(N4C(=O)CCC4=O)cc3)n2)cc1
    3	x	67	-28	-10	-5	61	-15	14
- CN1CC(=O)N(CC(=O)Nc2cc(Cl)cc(Cl)c2)C1=O
    3	8	102	6	7	-5	108	6	12
- CCC(C)NC(=O)C1(O)c2ccccc2NC(=O)N1c1ccc(C)c(C)c1 (stereo not drawn)
    2	19	106	8	-5	-4	107	-6	16
- O=C(CN1CCN(c2ccc(F)cc2)CC1)NCc1ccc(F)cc1
    0	-5	95	1	9	5	96	2	5
- CCc1ccc(OCC(=O)NN2Cc3ccccc3C2=N)cc1
    1	18	114	4	-3	2	111	4	12
- CC(=O)Nc1ccc(NC(=O)C2CC(=O)N(c3ccccc3Cl)C2)cc1 (stereo not drawn)
    4	0	97	3	-8	-12	100	-5	-8
- COc1ccc(CCNC(=O)CSc2nccc(=O)[nH]2)cc1OC
    9	24	100	-8	1	1	100	-10	13
- CCOc1cc(CNCCO)cc(Br)c1OCc1ccccc1
    -3	6	108	18	10	6	132	4	-5
- CCOC(=O)CN1C(=O)S/C(=C/c2ccc(C)o2)C1=O
    -1	8	101	15	15	5	105	2	3
- CCOC(=O)CN(C(=O)Cn1nnc2ccccc21)C(C(=O)NCCOC)c1ccccc1C (stereo not drawn)
    0	-11	102	6	-3	1	103	-10	8
- O=C1NC(c2ccccc2)=N/C1=C/c1ccco1
    0	22	138*	2	0	0	111	-25	29
- O=C(Cc1cccs1)Nc1nnc(SCc2ccc(C(F)(F)F)cc2)s1
    2	22	108	28	-5	0	120	-4	3
- Cc1cc(Cl)c(S(=O)(=O)Nc2cccc(O)c2)cc1OCC(N)=O
    -1	16	104	0	-2	4	112	-16	9
- Cc1cc(=O)[nH]c(SCC(=O)Nc2cccc(C(F)(F)F)c2)n1
    -3	7	101	-2	-7	2	103	3	60
- CCOc1ccc(C(=O)OCC(=O)NCc2ccco2)cc1OCC
    4	-16	103	1	7	0	101	-6	10
- O=C(CSc1nc(-c2ccccc2)c(-c2ccccc2)[nH]1)NCC1CCCO1 (stereo not drawn)
    7	3	93	-20	-6	9	54*[inhibitor]	8	4

Complete entries as entered above:
CCOC(=O)CN(C(=O)Cn1nnc2ccccc21)C(C(=O)NCCOC)c1ccccc1C (stereo not drawn) reads IDE act = 0; NALP1 yeast inh = -11; MEKK3 PB1 HTS = 102; MEKK2mut PB1 HTS = 6; M18AAP inhibitor = -3; IDE cell inh = 1; MEKK2 WT-MEK5 = 103; pCIP destab = -10; SUMO HTRF inh = 8
Cc1cc(Cl)c(S(=O)(=O)Nc2cccc(O)c2)cc1OCC(N)=O reads IDE act = -1; NALP1 yeast inh = 16; MEKK3 PB1 HTS = 104; MEKK2mut PB1 HTS = 0; M18AAP inhibitor = -2; IDE cell inh = 4; MEKK2 WT-MEK5 = 112; pCIP destab = -16; SUMO HTRF inh = 9

Additional structures.
Value order: IDE act	NALP1 yeast inh	MEKK3 PB1 HTS	MEKK2mut PB1 HTS	M18AAP inhibitor	IDE cell inh	MEKK2 WT-MEK5	pCIP destab	SUMO HTRF inh
- O=S(=O)(c1cccc(S(=O)(=O)N2CCC(Cc3ccccc3)CC2)c1)N1CCOCC1
    2	5	97	-1	-4	-2	93	-24	-6
- Cc1cc(=O)[nH]c(SCC(=O)Nc2ccnc3ccccc23)n1
    5	5	93	-42	7	0	85	-18	6
- CCOC(=O)C1CCN(S(=O)(=O)c2ccc3c(c2)N(C)C(=O)CC(=O)N3C)CC1
    4	9	104	4	13	-2	105	-2	10
- c1cc(-c2ccncc2)ccn1
    -1	26	93	4	4	-5	106	-4	-5
- Cc1cc(C)c2c(N)c(C(=O)Nc3c(C)n(C)n(-c4ccccc4)c3=O)sc2n1
    7	4	98	2	4	-4	101	-2	8
- O=C(NCc1ccco1)c1cc2ccccc2c(=O)o1
    5	-11	95	-2	3	-4	99	0	21
- COc1c(Cl)cc(-c2noc(C)c2C(=O)NCCc2ccc(C)cc2)cc1Cl
    -1	-2	99	2	-8	5	106	4	-8
- CSCSC1=C(C#N)C(c2ccc(Cl)cc2)C(C(C)=O)=C(C)N1 (stereo not drawn)
    x	33	83	-10	2	-4	84	-8	-7
- CCN(c1ccccc1)S(=O)(=O)c1ccc(C(=O)OC(C)C(=O)NCCC2=CCCCC2)cc1 (stereo not drawn)
    -3	34	103	1	-1	-1	106	-3	-25
- COc1cccc(C(=O)N2CCN(Cc3cn[nH]c3-c3ccc(F)cc3F)CC2)c1
    0	6	101	2	2	0	102	1	-9
- COC(=O)[C@H](C)[C@@H]1C[C@@]1(C)[C@@H](NC(=O)OCc1ccccc1)c1ccccc1
    3	27	83	-3	2	3	99	3	-27
- COc1ccc(N2CCN(C(=O)CNC(=O)c3cccs3)CC2)cc1
    2	7	99	-2	2	-4	100	-1	14
- Cc1cc(C)n(CCc2nc(-c3ccc(-c4ccccc4)cc3)cs2)n1
    4	26	107	2	4	0	109	-1	-3
- O=C1c2ccccc2NC2(CCCC2)N1NS(=O)(=O)c1ccccc1
    x	-4	109	-3	-1	0	99	6	5
- CCCc1nnc(SCC(=O)Nc2ccccc2F)o1
    4	15	104	2	1	2	105	-9	9
- O=C(COC(=O)c1ccc[nH]c1=O)NC1CCCCCC1
    -2	-2	99	-4	6	5	93	-2	1
- CCc1nnc(NC(=O)C2COc3ccccc3O2)s1 (stereo not drawn)
    4	24	97	-1	6	-1	99	-7	8
- O=C(NCc1ccc(F)cc1)C(c1ccncc1)N(C(=O)c1csnn1)C1CC1 (stereo not drawn)
    0	0	111	2	-8	-5	114	-11	35
- Cc1[nH]c(=O)[nH]c(=O)c1NS(=O)(=O)c1ccccc1
    2	28	96	3	-7	-1	109	-4	-15
- CCC(=O)N1CCc2cc(OC)c(OC)cc2C1COc1ccc(OC)cc1 (stereo not drawn)
    -2	-11	92	-1	-3	3	98	-4	3
- Cc1cccc(N2C(=O)C3C4C=CC(C5CC45)C3C2=O)n1 (stereo not drawn)
    5	20	99	11	-6	-6	102	-10	-1
- CCOc1ccc2[nH]c(=O)c(CN(Cc3ccccc3OC)C(=O)c3ccccc3)cc2c1
    3	5	110	4	-5	-2	99	8	6
- CCOC(=O)c1cnc2ccc(OCC)cc2c1N1CCN(c2ccccc2OC)CC1
    2	6	93	-3	-6	2	94	-19	-17

Not all compounds are listed. The share of hits here may be higher or lower than overall.
